Screening data as filed in PubChem BioAssay.
FECH block: human FECH heme synthesis enzyme inhibition; P22830; actives 3.3% (n = 20,000); calls only at 10 µM (by protocol); purified FECH, Ni-mesoporphyrin absorbance 550 nm;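 active means enzyme reaction rate more than 3 SD below the solvent-only control wells on the same plate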;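 further: lower slope than DMSO wells means FECH inhibition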
Target sequence (P22830 whole entry, looked up): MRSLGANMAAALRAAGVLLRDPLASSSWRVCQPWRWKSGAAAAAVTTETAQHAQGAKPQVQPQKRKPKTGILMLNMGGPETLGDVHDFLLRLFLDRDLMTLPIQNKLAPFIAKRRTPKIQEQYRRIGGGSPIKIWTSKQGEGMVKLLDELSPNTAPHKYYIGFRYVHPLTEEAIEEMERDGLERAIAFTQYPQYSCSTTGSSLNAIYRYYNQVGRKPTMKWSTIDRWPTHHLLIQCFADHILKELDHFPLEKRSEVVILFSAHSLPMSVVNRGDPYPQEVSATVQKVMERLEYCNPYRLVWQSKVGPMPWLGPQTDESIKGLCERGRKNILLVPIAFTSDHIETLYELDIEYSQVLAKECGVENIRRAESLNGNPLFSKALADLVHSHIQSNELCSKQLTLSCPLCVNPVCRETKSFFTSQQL
Calls only. Only part of the results is shown; the hit share may differ from the screen's.

Results for COc1ccc(C2C=C(c3ccc(Cl)cc3)Nc3nc(NC(=O)c4ccc(F)cc4)nn32)cc1 (stereo unspecified) ?
FECH block: inactive

Results for Cc1ccccc1C(C(=O)N1CCCN(C)C2(CCN(C)CC2)C1)N(C)C (stereo unspecified) ?
FECH block: inactive

How did O=C(c1csc(S(=O)(=O)Nc2ccc3c(c2)OCO3)c1)N1CCCC1 do in these assays?
FECH block: inactive

Results for CSc1nc(NCCc2ccc(S(N)(=O)=O)cc2)c(C#N)c(-c2ccc(C)cc2)n1 ?
FECH block: inactive

What do the screens show for `CCc1nc(C2CC(=O)Nc3cc(O)c(C)cc32)c(C)[nH]1` (stereo unspecified)?
FECH block: inactive

Results for CC(C)(C)CNC(=O)c1[nH]cnc1C(=O)NC1CCCC1 ?
FECH block: inactive

What do the screens show for `COCCNC(=O)NCCc1nc2cccnc2n1Cc1ccccc1`?
FECH block: inactive

What do the screens show for `Cc1nc(C(C)N(C)C(=O)c2cn(-c3ccccc3)nn2)c(C)s1` (stereo unspecified)?
FECH block: inactive

Results for CC(C)c1cc(C2CCN(C(=O)CCn3cnc4ccccc43)CC2)[nH]n1 ?
FECH block: inactive

What do the screens show for `CCc1c(C)nc2ncnn2c1Sc1ccc(NC(=O)COc2ccc(Cl)cc2)cc1`?
FECH block: inactive

How did COc1c(F)cccc1C(=O)NCCC(=O)N1CCC(C)CC1 do in these assays?
FECH block: inactive

How did Cc1cc(N2CCCC2)nc(Nc2ccc(NC(=O)c3ccco3)cc2)n1 do in these assays?
FECH block: inactive

What do the screens show for `CCc1nc(C)sc1CNC(=O)C1CC(C(C)C)=NO1` (stereo unspecified)?
FECH block: inactive

How did Cc1cc(N(C)C)nc(Nc2ccc(NC(=O)c3ccc(F)cc3)cc2)n1 do in these assays?
FECH block: inactive

Results for O=C(CN1CCCN(Cc2cccc(F)c2)S1(=O)=O)Nc1ccccc1F ?
FECH block: inactive

Results for CCc1nc(CNc2nccc(-c3cn(C)nc3C)n2)cs1 ?
FECH block: inactive

Results for C=C(C)COc1cccc(C(=O)N2CC(N3CCCCC3C)C2)c1 (stereo unspecified) ?
FECH block: inactive

Results for CC(C)CC(C)N(C)C(=O)c1cc(CN2CCOCC2)on1 (stereo unspecified) ?
FECH block: inactive

Results for COc1ccc(Nc2cc(C)nc(Nc3ccc(NC(=O)c4cccs4)cc3)n2)cc1 ?
FECH block: inactive

Results for O=C(CN1CCCC1Cn1cccn1)NCCc1ccc(F)cc1 (stereo unspecified) ?
FECH block: inactive

What do the screens show for `COc1cccc(C2CCN(c3cc(C4CCNCC4)ncn3)C2)c1OC` (stereo unspecified)?
FECH block: inactive

How did CC(c1ccc(C(=O)NCc2cc(F)ccc2F)o1)N1CCCCC1 (stereo unspecified) do in these assays?
FECH block: inactive

Results for Cc1ccc(C(=O)Nc2nc3n(n2)C(c2ccc(F)cc2)C=C(c2ccc(C)cc2)N3)cc1 (stereo unspecified) ?
FECH block: inactive

What do the screens show for `CC1CCN(c2nc(Nc3ccc4c(c3)OCO4)c3cnn(-c4ccccc4)c3n2)CC1`?
FECH block: inactive

Results for CCc1cccc(NC(=O)CN2C(=O)CC(c3ccccc3)=Nc3ccccc32)c1 ?
FECH block: inactive

How did CCC(=O)Nc1ccccc1-c1nnc(SC(C)C(=O)Nc2ccccc2)[nH]c1=O (stereo unspecified) do in these assays?
FECH block: inactive

What do the screens show for `CC(C)CCNC(=O)Cn1c(=O)n(CC2CCC(C(=O)N3CCCC3)CC2)c(=O)c2sccc21` (stereo unspecified)?
FECH block: inactive

What do the screens show for `CCOc1ccc(CN2CCC3(CC2)CNC(=O)C3)cn1`?
FECH block: inactive

What do the screens show for `CCOc1ccc(CNC(=O)COc2nc(CC)nc3oc(C)c(C)c23)cc1`?
FECH block: inactive

Results for Cc1cccc(NS(=O)(=O)c2cc(-c3ccc(=O)[nH]n3)ccc2Cl)c1C ?
FECH block: inactive

Some of these compounds in order of number of heavy atoms, falling.
Results for COc1ccc(Nc2cc(C)nc(Nc3ccc(NC(=O)c4cccs4)cc3)n2)cc1 ?
FECH block: inactive

What do the screens show for `CCOc1ccc(CNC(=O)COc2nc(CC)nc3oc(C)c(C)c23)cc1`?
FECH block: inactive

Results for CC(C)CC(C)N(C)C(=O)c1cc(CN2CCOCC2)on1 (stereo unspecified) ?
FECH block: inactive

New compounds follow
Results for CCOc1ccc(S(=O)(=O)N2CCN(c3nc(C)cc(N4CCCCC4)n3)CC2)cc1 ?
FECH block: inactive

How did Cc1ccc(CNC(=O)C2(C)Cn3nc(C(=O)N4CCOCC4)cc3C(=O)N2C)cc1 (stereo unspecified) do in these assays?
FECH block: inactive

How did COc1ccc(OC)c(NC(=O)N2CCC(n3cnc4cccnc43)CC2)c1 do in these assays?
FECH block: inactive

What do the screens show for `Cc1ccc(O)c(C(=O)NC2CC(=O)N(Cc3ccccc3C(F)(F)F)C2)c1` (stereo unspecified)?
FECH block: inactive

How did COc1cccc(-c2cc(N3CCN(C(=O)Nc4ccc(C)c(C)c4)CC3)ncn2)c1 do in these assays?
FECH block: inactive

Results for Cc1ccc(C(=O)Nc2ccccc2Sc2cc(C)nc3nc(-c4ccccc4)nn23)cc1 ?
FECH block: inactive

Results for COc1ccc(-c2cc(C(=O)Nc3ccccc3C)[nH]n2)cc1S(N)(=O)=O ?
FECH block: inactive

How did CC(C)(O)C#Cc1ccc(C2CC(=O)Nc3cc4[nH]ncc4cc32)s1 (stereo unspecified) do in these assays?
FECH block: inactive

Results for CC(c1ccncn1)N(C)C(=O)c1cccc(C#CC(C)(C)O)c1 (stereo unspecified) ?
FECH block: inactive

What do the screens show for `COc1ccccc1N(Cc1nc2nc(C)cc(C)n2n1)C(=O)c1cccc(Cl)c1`?
FECH block: inactive

Results for CCCCC1C=CCN1C(=O)c1sccc1S(N)(=O)=O (stereo unspecified) ?
FECH block: inactive

What do the screens show for `COC(=O)c1cccnc1N1CCC(CO)(Cc2cccc(C(F)(F)F)c2)CC1`?
FECH block: inactive

Results for COc1ccc(C(=O)N2CCNCC2C(=O)N2CCCC2)c(OC)c1OC (stereo unspecified) ?
FECH block: inactive

How did FC(F)C(F)(F)CCN1CCOC(c2ccc(Cl)c(Cl)c2)C1 (stereo unspecified) do in these assays?
FECH block: inactive

What do the screens show for `Cc1ccsc1CN(C)C(=O)c1ccc(-c2ncn[nH]2)cc1`?
FECH block: inactive

Results for CCCc1ccc(S(=O)(=O)N2CCN(c3cc(-c4ccc(C)cc4)ncn3)CC2)cc1 ?
FECH block: inactive

What do the screens show for `CCc1cnc(C)nc1N(C)Cc1cc(-c2ccccn2)no1`?
FECH block: inactive

Results for COc1ccc(CCC(=O)Nc2cc(C)nn2-c2ncnc3c2cnn3-c2ccc(C)cc2C)cc1 ?
FECH block: inactive

Results for O=C(NC1CCCCC1)N1CCN(c2cc(-c3ccc(F)cc3)ncn2)CC1 ?
FECH block: inactive

Results for O=C(O)c1cccc(CC2CCN(C(=O)c3cnn4c3CCCC4)C2)c1 (stereo unspecified) ?
FECH block: inactive

What do the screens show for `CC(=O)Nc1c2n(c3ccccc13)CC(C)(C(=O)NC1CCCC1)N(Cc1cccs1)C2=O` (stereo unspecified)?
FECH block: inactive

Results for CCC(C)N(CC1=CCN(Cc2ncccn2)CC1)C(C)=O (stereo unspecified) ?
FECH block: inactive

How did O=C(CN1c2ccc(F)cc2-c2ccccc2S1(=O)=O)NCCCN1CCOCC1 do in these assays?
FECH block: inactive

Results for CC(C)c1ccc2c(c1)-c1ccccc1S(=O)(=O)N2CC(=O)NC(C)c1ccccc1 (stereo unspecified) ?
FECH block: active

What do the screens show for `Cc1nc2ncnn2c(Sc2ccccc2NC(=O)c2ccc(Br)o2)c1C`?
FECH block: inactive

Results for Cc1nn(-c2ccc(F)cc2)c(C)c1Cn1ccnc1-c1cccnc1 ?
FECH block: inactive

How did NC(=O)c1ccnc(N2CCN(C/C=C/c3ccccc3)CC2)c1 do in these assays?
FECH block: inactive

How did CC(=O)Nc1cc(C2=CCCN(CC(C)N3CCOCC3)C2)nn1C (stereo unspecified) do in these assays?
FECH block: inactive

Results for O=C(NCCO)c1cc2n(n1)CCCN(C(=O)Cc1ccc(F)c(F)c1)C2 ?
FECH block: inactive

What do the screens show for `Cc1ccc(NC(=O)N2CCC(n3cnc4cccnc43)CC2)cc1C`?
FECH block: inactive

How did COc1ccc(OC)c(NC(=O)N2CC[C@@](C)(O)[C@@H](CC(C)C)C2)c1 do in these assays?
FECH block: inactive

How did Cc1noc(C)c1S(=O)(=O)NCc1cnn2ccccc12 do in these assays?
FECH block: inactive

Results for Cc1cc(C)n(CCC2CC(=O)Nc3c2ccc(N2CCCC2)c3C)n1 (stereo unspecified) ?
FECH block: inactive

How did CCC(c1ncnn1C)n1ccnc1-c1ccsc1 (stereo unspecified) do in these assays?
FECH block: inactive

What do the screens show for `CCOC(=O)Cn1c(=O)n(-c2ccc(F)cc2)c2nc(-c3cc(C)ccc3C)nc(C(N)=O)c21`?
FECH block: inactive

Results for O=c1c2c3c(sc2ncn1CCCn1ncc2ccccc21)CNCC3 ?
FECH block: inactive

How did O=C1CC(Nc2ncnc3c2CCC3)CN1CCCc1ccccc1 (stereo unspecified) do in these assays?
FECH block: inactive

How did O=C(Cc1ccccc1)NC1CC(=O)N(c2ccccc2)C1 (stereo unspecified) do in these assays?
FECH block: inactive

Results for Cc1cccc(C)c1OC1CN(C(CO)CO)C1 ?
FECH block: inactive

How did CC(CN1CCCC1)CN(C)C(=O)c1ccc(NC(=O)C2CCC2)cc1 (stereo unspecified) do in these assays?
FECH block: inactive

How did O=C(N[C@@H]1c2ccccc2C2(CCNCC2)[C@H]1OCc1cccnc1)c1ccco1 do in these assays?
FECH block: inactive

Results for C=C(C)COc1ccccc1C(=O)N1CCCN(c2ncccn2)CC1 ?
FECH block: inactive

Results for COc1cc(OC)c(NC(=O)CN2CCCN(Cc3cc(C)ccc3C)S2(=O)=O)cc1Cl ?
FECH block: active

Results for O=C(N1CC(c2ccccn2)C1)C12CC3CC(CC(C3)C1)C2 ?
FECH block: inactive

What do the screens show for `COc1ccc(CCNS(=O)(=O)c2ccc(C(=O)N3CCCC3)s2)cc1OC`?
FECH block: inactive

3 records drawn at random from the list so far, as already listed:
Results for C=C(C)COc1ccccc1C(=O)N1CCCN(c2ncccn2)CC1 ?
FECH block: inactive

How did CC(CN1CCCC1)CN(C)C(=O)c1ccc(NC(=O)C2CCC2)cc1 (stereo unspecified) do in these assays?
FECH block: inactive

How did O=C1CC(Nc2ncnc3c2CCC3)CN1CCCc1ccccc1 (stereo unspecified) do in these assays?
FECH block: inactive

Returning to the listing with the 7 entries that preceded the break.
Results for Cc1cccc(C)c1OC1CN(C(CO)CO)C1 ?
FECH block: inactive

How did CC(CN1CCCC1)CN(C)C(=O)c1ccc(NC(=O)C2CCC2)cc1 (stereo unspecified) do in these assays?
FECH block: inactive

How did O=C(N[C@@H]1c2ccccc2C2(CCNCC2)[C@H]1OCc1cccnc1)c1ccco1 do in these assays?
FECH block: inactive

Results for C=C(C)COc1ccccc1C(=O)N1CCCN(c2ncccn2)CC1 ?
FECH block: inactive

Results for COc1cc(OC)c(NC(=O)CN2CCCN(Cc3cc(C)ccc3C)S2(=O)=O)cc1Cl ?
FECH block: active

Results for O=C(N1CC(c2ccccn2)C1)C12CC3CC(CC(C3)C1)C2 ?
FECH block: inactive

What do the screens show for `COc1ccc(CCNS(=O)(=O)c2ccc(C(=O)N3CCCC3)s2)cc1OC`?
FECH block: inactive

How did COc1ccc(OC)c(NC(=O)CSCc2nc(-c3ccc(F)cc3)no2)c1 do in these assays?
FECH block: inactive

What do the screens show for `c1ccc(N2CCCN(Cc3ccc(C4CCCO4)s3)CC2)cc1` (stereo unspecified)?
FECH block: inactive

What do the screens show for `CC(C)NC(=O)[C@@H]1C[C@@H](N)CN1Cc1cnc(-c2ccccn2)nc1`?
FECH block: inactive

Results for COc1ccc(C(=O)N2CCC3(CC2)CC(C(=O)O)N(C)C3)c(OC)n1 (stereo unspecified) ?
FECH block: inactive

Results for COc1ccc(F)c(-c2ccc(CNC3CC3)cc2)c1 ?
FECH block: inactive

How did Nc1nnc(C(NC(=O)c2cccc3ccnn23)c2ccccc2)s1 (stereo unspecified) do in these assays?
FECH block: inactive

What do the screens show for `COc1ccc(C(=O)Nc2cc(C)nn2-c2ncnc3c2cnn3-c2ccc(C)cc2C)c(OC)c1`?
FECH block: inactive

How did COc1ccc(CNC(=O)COc2nc(C)nc3oc(C)c(C)c23)c(OC)c1 do in these assays?
FECH block: inactive

Results for CCOC(=O)CCC(=O)Nc1cc(C)nn1-c1ncnc2c1cnn2-c1cccc(Cl)c1 ?
FECH block: inactive

Results for Cc1ccccc1-c1ncc(CN2[C@@H]3CC[C@H]2CC(O)C3)s1 (stereo partly specified) ?
FECH block: inactive

How did CN(C)c1cc(NC2CCS(=O)(=O)CC2)ncn1 do in these assays?
FECH block: inactive

How did CC(C)c1ccc(NC(=O)c2ccc3c(c2)N(C)C(=O)C2CCCCN32)cc1 (stereo unspecified) do in these assays?
FECH block: inactive

What do the screens show for `COc1ccc2cc(CN3CCN(c4cccc(C)n4)CC3)c(=O)[nH]c2c1`?
FECH block: inactive

What do the screens show for `CC(=O)Nc1ccc(Cl)c(C(=O)NCc2c(F)cccc2F)c1`?
FECH block: inactive

How did CCC(C(=O)Nc1cc(C)nn1-c1ncnc2c1cnn2-c1ccc(Cl)cc1)c1ccccc1 (stereo unspecified) do in these assays?
FECH block: inactive

Results for Cc1nc2ncnn2c(Sc2ccc(NS(=O)(=O)c3ccc(Br)cc3)cc2)c1C ?
FECH block: inactive

What do the screens show for `Cc1n[nH]c(C)c1Cc1nnc(SCC(=O)O)n1C1CC1`?
FECH block: inactive

Results for COc1ccccc1-c1nc(Cn2c(=O)c3cnc(-c4ccncc4)nc3n(C)c2=O)c(C)o1 ?
FECH block: inactive
